TDP-43 yeast inh: inhibitors of TDP-43 toxicity in yeast; TDP-43 expressing yeast growth rescue, BacTiter-Glo, 24 h; Potency, µM (series often up to 46.1 µM), without a hit: at the top dose growth rescue (activation), usual class: activators; 1.8% of 410,000 active; AID 652104; also: % of control where 0% means no effect; nearly all actives have a fitted effect of over 50% in size
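Cell-based yeast growth screen: TDP-43 expression induced in galactose, inoculum OD600=0.02 after raffinose pregrowth to mid-log. Read-out BacTiter-Glo luminescence at 24 hr, 30 deg C; inhibition of toxicity seen as signal increase.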
aSyn rescue: rescues yeast growth from alpha-synuclein toxicity; AID 652106; Yeast expressing alpha-synuclein, growth rescue, BacTiter-Glo, 24 h; 0.14% of 370,000 active; Potency, µM (titrated, usually from 46.1 µM), inactives show top-dose growth rescue (activation), usual class: activators; also: % of control where 0% means no effect; nearly all actives have a fitted effect of over 65% in size
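Rescue of yeast growth: cells expressing toxic alpha-synuclein, induced in galactose at OD600 0.02, incubated with compound 24 h at 30 C. ATP luminescence quantified growth; inhibitors of toxicity appear as activators.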
PTHR1 ag: PTHR1 (human) receptor agonism. HEK293 GP2 PTHR1 cells, GloSensor cAMP luminescence, 1 h. 0.075% of 410,000 active. Q03431. AID 743266. Potency, µM (series often up to 115 µM), for inactives: at the top dose activation, actives largely listed as activators; also: nearly all actives have a fitted effect of over 55% in size; some results filed as inactive show a strong effect at the top dose; inactives centre near -15; many of its hits are not listed in these tables
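HEK-293-derived GP2 cells expressing PTHR1 and a GloSensor cAMP reporter, 3,000/well, plated overnight, given luciferin plus IBMX (each 0.5 mM as added) for 1 h at 37 °C, then compound for 1 h at 37 °C. Luminescence was read after 15 min at room temperature.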
EPAC2 antag: EPAC2 (human) antagonism. Q8WZA2. EPAC2 GEF exchange of Rap1B-BODIPY-GDP, fluorescence. Potency, µM (titrated, usually from 114 µM), without a hit: at the highest dose activity, negative = inhibition, hits mostly inhibitors. 0.18% of 360,000 active. AID 720708; also: % is scaled to controls: 0 for no effect and ±100 for the full control effect; nearly all actives have a fitted effect of over 45% in size; many of its hits are not listed in these tables
Target sequence (Q8WZA2 whole entry, looked up): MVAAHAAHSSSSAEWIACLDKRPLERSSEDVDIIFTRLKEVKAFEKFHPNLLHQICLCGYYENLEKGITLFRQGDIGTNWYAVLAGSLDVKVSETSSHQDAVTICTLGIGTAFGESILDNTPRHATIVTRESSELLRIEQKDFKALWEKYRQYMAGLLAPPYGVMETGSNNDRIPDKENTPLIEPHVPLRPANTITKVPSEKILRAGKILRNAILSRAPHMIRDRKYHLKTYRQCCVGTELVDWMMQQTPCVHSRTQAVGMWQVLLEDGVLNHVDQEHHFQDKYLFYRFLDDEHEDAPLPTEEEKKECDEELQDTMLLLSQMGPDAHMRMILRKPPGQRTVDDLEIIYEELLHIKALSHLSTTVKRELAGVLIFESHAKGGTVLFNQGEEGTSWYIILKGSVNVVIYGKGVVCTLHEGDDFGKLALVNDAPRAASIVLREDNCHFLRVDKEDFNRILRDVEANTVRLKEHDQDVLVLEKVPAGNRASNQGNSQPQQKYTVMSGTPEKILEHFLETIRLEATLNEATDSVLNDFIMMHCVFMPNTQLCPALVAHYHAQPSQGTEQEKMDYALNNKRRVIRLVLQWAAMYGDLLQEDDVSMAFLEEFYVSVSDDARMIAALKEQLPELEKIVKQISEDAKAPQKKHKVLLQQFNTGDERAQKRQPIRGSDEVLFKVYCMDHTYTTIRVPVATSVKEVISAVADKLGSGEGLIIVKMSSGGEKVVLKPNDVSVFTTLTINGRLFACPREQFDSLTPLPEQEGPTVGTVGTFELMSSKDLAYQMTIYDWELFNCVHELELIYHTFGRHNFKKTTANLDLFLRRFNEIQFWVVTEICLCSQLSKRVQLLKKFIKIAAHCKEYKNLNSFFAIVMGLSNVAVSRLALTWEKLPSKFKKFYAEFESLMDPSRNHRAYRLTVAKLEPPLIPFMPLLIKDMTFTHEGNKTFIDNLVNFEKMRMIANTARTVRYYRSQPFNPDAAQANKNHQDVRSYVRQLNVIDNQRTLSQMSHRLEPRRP
EPAC1 antagonist: EPAC1 (human) antagonism; EPAC1 GEF assay, Rap1b-BODIPY-GDP exchange fluorescence; O95398; Potency, µM (titrated, usually from 115 µM), for the others: at the top dose activity change, negative = inhibition, hits mostly inhibitors; 0.14% of 360,000 active;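 also: plate controls were vehicle for no effect and positive control for full effect; nearly all actives have a fitted effect of over 50% in size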
FUS yeast rescue: suppressors of FUS proteinopathy in yeast; S. cerevisiae FUS-expressing, growth rescue, OD600, 24 h; Potency, µM (highest dose often 76.6 µM), inactives show at the top dose growth rescue (activation), hits mostly activators; 0.24% of 390,000 active; AID 1347120;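 also: plate controls were DMSO vehicle for no effect and reference control for full effect; nearly all actives have a fitted effect of over 55% in size; some results filed as inactive show a strong effect at the top dose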
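Restored growth of FUS-toxic S. cerevisiae, read as 600 nm absorbance after 24 h at 30C in galactose medium (starting OD 0.005). Controls CP55940 and DMSO.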
EPAC1 ag: activates human EPAC1 exchange factor. 0.073% of 360,000 active. EPAC1 agonist qHTS, biochemical assay; response scale: 100% = response to 6.5 mM cAMP. Potency, µM (highest dose often 154 µM), inactives show top-dose activation, hits mostly activators. O95398; also: nearly all actives have a fitted effect of over 60% in size
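Normalized to 6.5 mM cAMP, activity reflects EPAC1-catalysed release of BODIPY-GDP from Rap1B, followed kinetically over 30 min at 480 nm excitation, 540 nm emission. Reaction contained 100 nM EPAC1, 250 nM Rap1B-BODIPY-GDP, 50 uM GDP.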
EPAC2 ag: agonists of human EPAC2 (RAPGEF4). Q8WZA2. Potency, µM (top dose mostly 154 µM), without a hit: at the highest dose activation, hits mostly activators. 0.079% of 360,000 active. EPAC2 activation, biochemical qHTS; response scale: 100% = 6.5 mM cAMP response; also: nearly all actives have a fitted effect of over 50% in size
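Guanine nucleotide exchange by EPAC2 is measured as reduced fluorescence of BODIPY-GDP once it is released from 250 nM Rap1B. Plates are read kinetically for 30 min at room temperature; results are scaled to 6.5 mM cAMP.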
The depositor's hits bear a star; i = inactive; u = inconclusive; x = no result given; & = joins results of further samples; [ ] = another dose, or the depositor's remark. Calls follow the shape of the dose curve; as a rule, active = well fitted curve in the direction sought with a large enough effect; inconclusive = small, poorly fitted or top-dose-only effect, or another doubt; inactive = no such curve, though single readings can be large; an effect the other way counts as inactive or inconclusive. Potency is read from the fitted curve at half-maximal effect. Some of the compounds tested; the hit share may differ from the screen's.

cpd | Molecule | TDP-43 yeast inh | aSyn rescue | PTHR1 ag | EPAC2 antag
1 | Cc1cc2c(cc1C)-c1nnnn1C(C)(C)C2 | 1% | -5% | -3%[57.5 µM] | 7%
2 | O=C(OCn1ncc(Br)c(Br)c1=O)c1ccc(F)cc1 | u | -71%[inhibitor] | -4% | -11%
3 | CC(=O)N(Cc1ccco1)c1nc(C(=O)Nc2ccc(Cl)cc2)c(C)s1 | 9% | -14% | -87%[inhibitor] | -10%
4 | Cc1c(C(=O)NCc2cccnc2)oc2ccc(S(=O)(=O)N3CC(C)CC(C)C3)cc12 (centres undefined) | 19% | 1% | -21% | 1%
5 | c1ccc2c(N3CCCCC3)nc(N3CCCCC3)nc2c1 | 24% | -1% | 0% | 7%
6 | Cc1ccc(OCCOCCOc2cccc3cccnc23)c(Br)c1 | -12% | 14% | -22% | -11%
7 | CC(C)(C)NC(=O)c1cccc2c1OC(C)(C)C2 | 0% | 0% | i | 0%
8 | N/C(=N/OC(=O)c1ccccc1F)c1nonc1N | u | -13% | i | -3%
9 | O=C(COC(=O)c1c(Cl)cccc1Cl)Nc1cc(Cl)ccc1Oc1ccccc1 | 24% | 7% | i | -3%
10 | CN(C(=O)CSc1nnc(C2CC2)n1C1CC1)C1(C#N)CCCCC1 | 18% | 4% | i | -2%
11 | COc1ccccc1N1CCN(C(=O)c2ccccc2NC(=O)C2CCCCC2C(=O)O)CC1 (centres undefined) | -4% | -2% | i | 0%
12 | Cc1ccc(NC2=CC(=O)CC(C)(C)C2)c(N)c1 | -16% | 1% | u | -9%
13 | COc1ccc(CCNC(=O)CSCC(=O)Nc2cc(S(C)(=O)=O)ccc2Cl)cc1 | 0% | -9% | i | 0%
14 | Cn1cc(-c2coc3c(C(=O)NCc4cccc(Cl)c4)cccc23)cn1 | 6% | 0% | -39%[inhibitor] | -14%
15 | COc1ccc(CCN2C(=S)N(C)C(=O)C2CC(=O)Nc2ccc(OC)cc2)cc1 (centres undefined) | 17% | 11% | -5% | -26%

cpd | EPAC1 antagonist | FUS yeast rescue | EPAC1 ag | EPAC2 ag
1 | 16% | 16% | 4% | 3%
2 | u | 1% | -10% | -8%
3 | 4% | 27% | -11% | 4%
4 | -17% | 3% | -4% | -4%
5 | 4% | 8% | 0% | 4%
6 | -7% | x | 17% | 7%
7 | -5% | 8% | -3% | -6%
8 | 6% | -27% | 7% | 1%
9 | -20% | -28% | 12% | 8%
10 | -14% | x | 0% | 11%
11 | -4% | -2% | 5% | 13%
12 | 6% | -13% | 7% | 13%
13 | 4% | -8% | 8% | 6%
14 | -20% | u | 7% | 16%
15 | -16% | 26% | 5% | 15%

Following part.
cpd | Molecule | TDP-43 yeast inh | aSyn rescue | PTHR1 ag | EPAC2 antag
16 | Cc1cccnc1NC(=O)c1cccc(S(=O)(=O)N2CCCc3ccccc32)c1 | 22% | 3% | i | -2%
17 | CCN(CC(=O)NCc1ccc(F)cc1)S(=O)(=O)c1ccc(Cl)s1 | 14% | 15% | -3% | -7%
18 | COc1ccc(C(=O)NC2=C(C#N)CCC2)cc1OC | 27% | 1% | -18%[57.5 µM] | 9%
19 | O=C(Cn1nc(Cc2ccncc2)c2ccccc2c1=O)N1CCN(C(=O)c2ccco2)CC1 | -2% | -4% | -14% | 3%
20 | CCN(C(=O)Cn1c(=O)n2nc(CCn3nc(C)cc3C)nc2c2ccccc21)c1cccc(C)c1 | -10% | 7% | -15% | 3%
21 | Cc1cccc(OCC(=O)N/N=C/c2cn[nH]c2-c2ccc(Cl)c(Cl)c2)c1 | 9% | -7% | 8% | 8%
22 | COc1cccc(CN2CCN(Cc3cc(OC)c(OC)c(OC)c3)CC2)c1OC | -4% | 3% | -6% | -5%
23 | COC(=O)CC1=NN(c2ccc(OC)cc2)C(=O)C1 | -7% | 6% | i | 0%
24 | Cn1c(-c2sccc2OCc2cccc(C(F)(F)F)c2)n[nH]c1=S | 9% | -24% | -6% | -19%
25 | Cc1nc2ccccn2c1C(=O)C(=O)Nc1cc(F)ccc1F | -7%[9.22 µM] | 0% | i | 7%
26 | COc1cc2cc(CCCOC(=O)c3ccco3)oc(=O)c2cc1OC | 6% | 2% | -11% | -24%
27 | S=C(NCCc1ccccc1)N1CCc2ccccc2C1 | u | -5% | -16% | -14%
28 | O=C(CSc1nnc(-c2ccccc2)c(-c2ccccc2)n1)N1CCOCC1 | -19% | -7% | -28%[57.5 µM] | 9%
29 | CCN=C1S/C(=C\c2cn(CC(=O)NCCOC)c3ccccc23)C(=O)N1CC | -12% | -2% | -16% | -5%
30 | CC(Oc1cccc(Cl)c1)C(=O)NNC(=O)c1cccnc1 (centres undefined) | 5% | -2% | i | 14%

cpd | EPAC1 antagonist | FUS yeast rescue | EPAC1 ag | EPAC2 ag
16 | -27% | 21% | 4% | 0%
17 | -6% | 11% | 15% | 7%
18 | 11% | -5% | 0% | 1%
19 | 3% | -17% | 4% | 13%
20 | 4% | 15% | 7% | -2%
21 | -2% | 11% | -11% | -8%
22 | -3% | -1% | 9% | -2%
23 | 21% | 7% | 2% | 3%
24 | -25% | -5% | 2% | 6%
25 | -12% | -5% | 1% | -1%
26 | -4% | -6% | -19% | 1%
27 | 10% | 9% | 7% | 10%
28 | 7% | -5% | 1% | 2%
29 | 1% | 32% | 0% | -19%
30 | 4% | x | 1% | -2%

Of the compounds above, these have two or more sulfur atoms.
cpd | Molecule | TDP-43 yeast inh | aSyn rescue | PTHR1 ag | EPAC2 antag
13 | COc1ccc(CCNC(=O)CSCC(=O)Nc2cc(S(C)(=O)=O)ccc2Cl)cc1 | 0% | -9% | i | 0%
17 | CCN(CC(=O)NCc1ccc(F)cc1)S(=O)(=O)c1ccc(Cl)s1 | 14% | 15% | -3% | -7%
24 | Cn1c(-c2sccc2OCc2cccc(C(F)(F)F)c2)n[nH]c1=S | 9% | -24% | -6% | -19%

cpd | EPAC1 antagonist | FUS yeast rescue | EPAC1 ag | EPAC2 ag
13 | 4% | -8% | 8% | 6%
17 | -6% | 11% | 15% | 7%
24 | -25% | -5% | 2% | 6%

The list goes on.
cpd | Molecule | TDP-43 yeast inh | aSyn rescue | PTHR1 ag | EPAC2 antag
31 | O=C(Nc1ccc(N2CCN(C(=O)c3ccccc3)CC2)c(Cl)c1)c1ncn[nH]1 | -17% | -3% | i | -5%
32 | c1ccc2c(c1)nnn2-c1ncnc2sccc12 | 14% | 5% | -20% | -9%
33 | CCCCCCCCN1C(=O)[C@H](CC(=O)NCCCOC)C[C@@]2(C(=O)OC)CC(C)(C)CC=C12 | u | u | -6% | u
34 | COc1ccccc1CC1CC(=O)N(c2ccc([N+](=O)[O-])cc2)C1=O (centres undefined) | 30% | 10% | i | -4%
35 | O=[N+]([O-])c1ccc(Cl)c(/C=N/Nc2nc(N3CCOCC3)nc(N3CCOCC3)n2)c1 | 18% | -3% | -4% | -2%
36 | CCc1nc(Nc2ccccc2)c2nnn(Cc3ccccc3)c2n1 | u | 14% | -11% | -27%
37 | CCc1nonc1NC(=O)c1oc2cc(C)c(Cl)cc2c1C | 7%&0% | 1% | i | -6%
38 | CC(C)=C(NC(=O)c1ccccc1)C(=O)N1CCOCC1 | -16% | -7% | -4%[57.5 µM] | -2%
39 | O=C(c1cccc(Cl)c1)N1CCC(=O)N(C(COCc2cccc(Cl)c2)Cc2ccccc2)CC1 (centres undefined) | 0% | u | -25% | 3%
40 | O=C(C1CCC(=O)N(C2CC2)C1)N1CCN(c2ccccc2Cl)CC1 (centres undefined) | 2% | 9% | i | -11%
41 | CCN1CCN(CCCNC(=O)CS(=O)(=O)Cc2nc(-c3ccccc3C)oc2C)CC1 | -16%&-6% | 1% | -24%&-9% | 9%
42 | O=C1CC(c2ccccc2)CC(=O)N1c1ccc(C(F)(F)F)cc1 | 3% | 10% | 9% | -7%
43 | CC(=O)NC(CCc1ccc(Cl)c(Cl)c1)c1cccc(O)c(=O)c1 (centres undefined) | -10% | u | -32%[inhibitor] | 2%
44 | CCCSc1ccc([C@@H]2[C@H]3C(=O)N(CC)C(=O)[C@H]3[C@]3(C(=O)OC)CCCCN23)cc1OC | -6% | -13% | -28% | -13%
45 | COc1cc(C(=O)NC(C)Cc2ccccn2)ccc1OC1CCN(C(C)=O)CC1 (centres undefined) | 5% | -2% | i | -2%

cpd | EPAC1 antagonist | FUS yeast rescue | EPAC1 ag | EPAC2 ag
31 | -20% | 33% | -7% | -1%
32 | u | 4% | 6% | 6%
33 | -16% | u | -22% | -18%
34 | -17% | 1% | 9% | 21%
35 | -16% | 17% | 4% | 2%
36 | -1% | u | 14% | 11%
37 | 6% | -15%&-22% | -9% | -2%
38 | 7% | -24% | 8% | 12%
39 | -27% | u | -6% | 8%
40 | 0% | -5% | 5% | -6%
41 | -13% | 11%&4% | -1% | 12%
42 | 3% | 0% | -12% | 1%
43 | 10% | 1% | -7% | 7%
44 | -8% | u | -2% | 10%
45 | 10% | 1% | -1% | 4%

Continued:
cpd | Molecule | TDP-43 yeast inh | aSyn rescue | PTHR1 ag | EPAC2 antag
46 | CCOc1ccc(-c2cccc(NS(=O)(=O)c3cc([N+](=O)[O-])ccc3Cl)c2)nn1 | u | 16% | -38%[inhibitor] | -16%
47 | COc1ccnc(Oc2ccccc2)c1C#N | 23% | 13% | -2%[57.5 µM] | 17%
48 | O=C(NCc1ccccc1CN1CCCC1)C1CCN(S(=O)(=O)c2ccc(Cl)cc2)CC1 | 7% | 1% | -19% | 6%
49 | O=C(COc1ccccc1F)OCC(=O)c1ccc([N+](=O)[O-])cc1 | 10% | -1% | i | -1%
50 | C=CCCCCCCCCc1nc(SCC(=O)O)n[nH]1 | 3% | 1% | i | -6%

cpd | EPAC1 antagonist | FUS yeast rescue | EPAC1 ag | EPAC2 ag
46 | -12% | u | 2% | 15%
47 | 10% | 9% | -4% | 3%
48 | 16% | -14% | -6% | -2%
49 | -16% | 20% | -4% | 3%
50 | u | 14% | 5% | 5%

A draw from above in order of count of non-hydrogen atoms, low to high:
cpd | Molecule | TDP-43 yeast inh | aSyn rescue | PTHR1 ag | EPAC2 antag
50 | C=CCCCCCCCCc1nc(SCC(=O)O)n[nH]1 | 3% | 1% | i | -6%
45 | COc1cc(C(=O)NC(C)Cc2ccccn2)ccc1OC1CCN(C(C)=O)CC1 (centres undefined) | 5% | -2% | i | -2%
48 | O=C(NCc1ccccc1CN1CCCC1)C1CCN(S(=O)(=O)c2ccc(Cl)cc2)CC1 | 7% | 1% | -19% | 6%

cpd | EPAC1 antagonist | FUS yeast rescue | EPAC1 ag | EPAC2 ag
50 | u | 14% | 5% | 5%
45 | 10% | 1% | -1% | 4%
48 | 16% | -14% | -6% | -2%
